# Bioassay records deposited in PubChem BioAssay by several laboratories.
# GRK2 inh = inhibitors of human GRK2 displacing RNA aptamer; inhibition of aptamer binding, % at 10 µM; 0.59% of 330,000 active; bead flow cytometry, FAM-aptamer displacement from GRK2;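 active = inhibition of aptamer binding above 40%, roughly 3 SD of noise, on plates passing a quality check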;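 note: median bead fluorescence of bound FAM aptamer so fluorescent compounds give negative values; no value below 0 was filed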
# AGP1 TOR yeast = alters AGP1-GFP fluorescence in TOR pathway yeast screen. S. cerevisiae AGP1-GFP multiplex flow cytometry, 3 h; GFP as percent of DMSO wells. GFP response vs DMSO, % at 10 µM. 0.02% of 320,000 active. AID 2066;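 active = GFP response relative to DMSO above a set limit, near screen average plus 3 SD, cut at about 150% in these data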;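 note: median GFP channel fluorescence of the gated AGP1 strain per well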
# GASC-1 inh = inhibitors of human GASC-1 (JMJD2C) demethylase | 0.069% of 330,000 active | inhibition, % at 2.35 µM | GST-JMJD2C(1-420) H3K9me3 demethylation, DELFIA europium;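 active = more than half of a compound's replicate wells show inhibition beyond 50%, single wells judged on their own value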;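 note: signal counts dimethyl H3K9 product captured on neutravidin plate; 0% = median of DMSO wells and 100% = 0.3 times that DMSO median; strong numbers were not always called active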
# VLA-4 inh = inhibition in a human VLA-4 binding assay; AID 2557; P13612; inhibition, % (about 7 µM as worked out from the volumes in the protocol); 0.2% of 330,000 active; VLA-4 expressing cells, ligand binding flow cytometry; in the data active = inhibition above about 50%
# Target sequence (P13612 whole entry, looked up): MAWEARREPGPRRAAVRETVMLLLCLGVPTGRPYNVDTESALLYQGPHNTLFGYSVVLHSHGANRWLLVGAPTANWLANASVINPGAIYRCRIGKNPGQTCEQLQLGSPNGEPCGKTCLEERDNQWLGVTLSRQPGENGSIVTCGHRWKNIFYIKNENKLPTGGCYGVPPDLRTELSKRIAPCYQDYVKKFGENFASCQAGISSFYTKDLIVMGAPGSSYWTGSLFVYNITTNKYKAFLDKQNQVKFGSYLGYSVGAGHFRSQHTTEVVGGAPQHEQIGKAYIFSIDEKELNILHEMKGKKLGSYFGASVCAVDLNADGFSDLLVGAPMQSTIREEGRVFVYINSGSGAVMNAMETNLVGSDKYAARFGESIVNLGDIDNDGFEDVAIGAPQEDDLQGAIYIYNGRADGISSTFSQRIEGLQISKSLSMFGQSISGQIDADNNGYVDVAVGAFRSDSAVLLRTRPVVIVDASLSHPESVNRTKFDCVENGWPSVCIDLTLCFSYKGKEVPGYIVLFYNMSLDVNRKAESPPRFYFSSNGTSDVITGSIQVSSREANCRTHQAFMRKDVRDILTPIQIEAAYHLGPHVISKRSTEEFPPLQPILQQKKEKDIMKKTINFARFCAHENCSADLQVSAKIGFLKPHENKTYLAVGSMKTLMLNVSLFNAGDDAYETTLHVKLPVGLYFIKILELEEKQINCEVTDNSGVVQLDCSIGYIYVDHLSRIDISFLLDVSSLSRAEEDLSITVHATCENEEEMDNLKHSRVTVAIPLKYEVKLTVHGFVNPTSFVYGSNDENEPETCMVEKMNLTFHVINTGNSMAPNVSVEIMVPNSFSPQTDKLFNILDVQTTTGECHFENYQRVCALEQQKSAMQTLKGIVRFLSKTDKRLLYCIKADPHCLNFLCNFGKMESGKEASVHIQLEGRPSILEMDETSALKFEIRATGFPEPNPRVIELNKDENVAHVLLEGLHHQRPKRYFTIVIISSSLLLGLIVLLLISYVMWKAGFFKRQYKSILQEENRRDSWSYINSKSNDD
# RPL19A-GFP yeast = alters RPL19A-GFP fluorescence in TOR pathway yeast screen | 0.3% of 330,000 active | percent response vs DMSO, % at 10 µM | S. cerevisiae RPL19A-GFP strain, flow cytometry, 3 h; hits give low values;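 active = percent response vs DMSO below 50%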;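 note: median channel GFP fluorescence of the barcoded RPL19A-GFP strain; ratio of sample median GFP to plate DMSO average so 100% = DMSO; lower means less RPL19A-GFP as with rapamycin TOR inhibition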
# CIT2 TOR yeast = yeast TOR pathway CIT2-GFP modulation. 0.065% of 320,000 active. GFP response vs DMSO, % at 10 µM. S. cerevisiae CIT2-GFP strain, flow cytometry, 3 h; 100 means same as DMSO wells;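 active = GFP response relative to DMSO above a set limit, near the screen mean plus 3 SD, cut at about 150% in these data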;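 note: ratio of well median GFP fluorescence to mean of DMSO wells on the plate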
# MEP2-GFP yeast = alters MEP2-GFP fluorescence in TOR pathway yeast screen; GFP response vs DMSO, % at 10 µM; 0.51% of 330,000 active; S. cerevisiae MEP2-GFP strain, flow cytometry GFP, 3 h; 100% = DMSO control level;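 active = GFP response versus DMSO above a set limit, roughly screen mean plus 3 SD, cut at about 180% in these data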;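 note: median GFP fluorescence of the barcode-gated MEP2-GFP cells per well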
# LAP4 TOR yeast = alters LAP4-GFP fluorescence in TOR pathway yeast screen; S. cerevisiae LAP4-GFP multiplex, flow cytometry GFP, 3 h; median GFP as percent of DMSO wells; GFP response vs DMSO, % at 10 µM; 0.34% of 320,000 active;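 active = GFP response vs DMSO above a set limit, about the screen mean plus 3 SD, cut at about 150% in these data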
# The depositor's hits bear a star; · = not tested or not shown; & = joins results of further samples. Rows were taken by chance, and some 1.7% of all compounds hit somewhere here.
GRK2 inh,AGP1 TOR yeast,GASC-1 inh,VLA-4 inh,RPL19A-GFP yeast,CIT2 TOR yeast,MEP2-GFP yeast,LAP4 TOR yeast,Compound
10,88,4,-5,91,87,95,94,C=CC[C@H](CC(=O)N[C@H](CO)Cc1ccccc1)C(=O)N[C@H](COC(=O)[C@H](CC=C)CC(=O)OC(C)(C)C)Cc1c[nH]c2ccccc12
3,114,-4,1,110,105,115,106,NC(=O)N/N=C/c1ccccc1OCC(=O)NCc1ccccc1
0,115,3,-6,113,112,112,112,Cc1cccc(NC(=O)CC(C)(C)C)c1
2,103,0,2,103,103,109,113,CC(=O)Nc1sc(C)c(C)c1C(=O)OCC(=O)NCc1ccc(F)cc1
0,106,8,-2,100,102,113,102,CCc1cc2c(SCC(=O)C(C#N)=C3N(C)c4ccccc4N3C)ncnc2s1
0,96,4,7,102,92,105,89,COc1ccc(NS(=O)(=O)c2cc(NC(=O)c3ccc(C)o3)ccc2N2CCCCC2)cc1
0,·,-10,1,104,·,111,·,COc1ccc(C(=O)N/N=C\C(C)=C\c2ccccc2)cc1OC
1,99,-8,2,96,102,101,97,COc1ccc(C2OC(=O)CC2C(=O)NC(C)C)cc1 (stereo not drawn)

# Later entries.
GRK2 inh,AGP1 TOR yeast,GASC-1 inh,VLA-4 inh,RPL19A-GFP yeast,CIT2 TOR yeast,MEP2-GFP yeast,LAP4 TOR yeast,Compound
0,98,6,13,101,96,106,104,COc1ccccc1N=C1SC(C(=O)Nc2cccc(Cl)c2Cl)C(N)=C1C(N)=O (stereo not drawn)
0,90,-2,14,95,109,98,144,CC(=O)Nc1ccc([C@H]2[C@H](C)CC[C@H]3C(=O)N4[C@@H](CC[C@@H](C)[C@@H]4c4ccc(NC(C)=O)cc4)C(=O)N32)cc1
0,76,1,9,107,64,93,93,COc1ccc(CCN2C(=O)CC(N3CCOCC3)C2=O)cc1 (stereo not drawn)
0,91,-9,18,96,91,94,97,COc1ccc(CCNC(=O)C2CCN(Cc3nc(-c4cccc(Cl)c4)oc3C)CC2)cc1OC
2,103,-1,8,97,98,95,103,COc1cc(OC)c(C2=NOC(C(=O)N3CCN(C(=O)c4ccco4)CC3)C2)cc1Cl (stereo not drawn)
0,98,-10,-286,93,99,96,99,CC1N(C)c2cc(NC(=O)c3ccco3)c(P(=O)(Nc3ccc([N+](=O)[O-])cc3)N3CCOCC3)cc2C1(C)C (stereo not drawn)
0,109,-6,-11,104,111,99,101,COc1cc(Cn2c(-c3ccc(O)c(OC)c3)nc3ccccc32)ccc1O
3,93,4,13,90,108,105,98,Cc1cc(C)n(-c2nncc(-c3ccccc3)n2)n1

# (further entries)
GRK2 inh,AGP1 TOR yeast,GASC-1 inh,VLA-4 inh,RPL19A-GFP yeast,CIT2 TOR yeast,MEP2-GFP yeast,LAP4 TOR yeast,Compound
4,90,-4,-11,90,89,96,89,O=c1c2ccccc2c(C=Nc2ccc(Cl)cn2)c(O)n1-c1cc(Cl)ccc1N1CCOCC1
0,102,-13,-7,105,101,91,91,COc1ccccc1N1CCN(C(CNC(=O)C2CCCCC2)c2cccnc2)CC1 (stereo not drawn)
0,104,-5,-10,105,103,106,97,CCc1c(C)nc(N2CCN(c3ccc(OC)cc3)CC2)[nH]c1=O
0,105,2,-3,103,107,100,94,COc1ccccc1Oc1ccc(NC(=O)c2ccccc2)cc1
0,105,1,8,103,111,110,99,CCCc1[nH]nc2c1C(c1cccnc1)C(C#N)=C(N)O2 (stereo not drawn)
0,105,-3,3,101,108,108,100,O=C(COc1ccccc1O)NNc1ccccc1
0,95,4,3,94,84,97,102,COc1ccc(N2CCN(C(=O)c3cccnc3SCc3cccc(Br)c3)CC2)cc1
0,·,14,92*,99,103,97,96,Cc1ccc(-c2nn3c(C)nnc3c3ccccc23)cc1S(=O)(=O)NC(C)c1ccccc1 (stereo not drawn)

# Next results.
GRK2 inh,AGP1 TOR yeast,GASC-1 inh,VLA-4 inh,RPL19A-GFP yeast,CIT2 TOR yeast,MEP2-GFP yeast,LAP4 TOR yeast,Compound
2,101,-9,4,97,·,96,92,O=C(O)CC(NC(=O)C1CCCCC1)c1ccc(OC2CCCC2)cc1 (stereo not drawn)
0,112,17,-7,98,102,97,104,COc1ccc(N(CC(=O)NCCSCc2ccco2)S(=O)(=O)c2ccc(C)cc2)cc1
0,100,2,8,107,102,106,88,COc1cc(NC(=O)c2cccc(F)c2)ccc1NC(=O)c1cc2ccccc2o1
0,90,-2,-2,98,95,101,107,CCOC(=O)c1c(C2COc3ccccc3O2)csc1N (stereo not drawn)
2,95,·,4,97,93,101,95,O=c1[nH]c(=O)n(Cc2ccco2)c2c1C(C(F)(F)F)(C(F)(F)F)N=C(c1ccco1)N2
1,103,2,3,104,102,102,95,Cc1cc(N2CCOCC2)ccc1/C=C1\NC(=O)N(CC(=O)Nc2ccc(F)cc2)C1=O
0,87,-1,-4,101,71,94,120,C#CCNC(=O)C1=C[C@H](C2CCCCC2)C[C@H](OCc2ccc(CO)cc2)O1
0,105,-5,3,106,107,110,106,COCCCNCCCCOc1ccc(Br)cc1C

# Next compounds follow:
GRK2 inh,AGP1 TOR yeast,GASC-1 inh,VLA-4 inh,RPL19A-GFP yeast,CIT2 TOR yeast,MEP2-GFP yeast,LAP4 TOR yeast,Compound
2,99,-1&-13,-30,99,94,100,97,Cc1ccc(NC(=O)CS(=O)CC(=O)NC2CCN(Cc3ccccc3)CC2)c(C)c1 (stereo not drawn)
0,106,-10,2,102,110,99,101,COc1ccccc1CN1C[C@@H]2C[C@@H](c3ccc(C)cc3)N3CCC[C@@]23C1=O
0,101,6,5,105,102,106,93,Oc1ccc(/C=N/N2CCCCC2)cc1O
2,99,15,-7,96,98,98,94,COc1ccc(CNC(=O)CCn2c(C)csc2=O)cc1
3,97,0,-2,96,96,105,98,COc1ccc(-c2cn(-c3ccc(C)cc3)c(=O)n2CC(=O)Nc2ccc(OC)cc2OC)cc1
0,106,-5,3,96,98,104,112,CCOC(=O)CSc1nnc(CNC(=O)c2cc(OC)c(OC)c(OC)c2)n1C
3,103,·,10,99,105,103,95,O=C(CN1C(=O)C(=O)N(Cc2ccco2)C1=O)Nc1ccccc1
·,103,8,-7,95,103,99,105,O=C(NN1C(=O)C2C3C=CC([C@H]4CC34)[C@@H]2C1=O)c1ccc(Br)cc1 (stereo partly drawn)

# Shown as tab-separated lines: 7 of the compounds above.
compound	GRK2 inh	AGP1 TOR yeast	GASC-1 inh	VLA-4 inh	RPL19A-GFP yeast	CIT2 TOR yeast	MEP2-GFP yeast	LAP4 TOR yeast
Cc1ccc(NC(=O)CS(=O)CC(=O)NC2CCN(Cc3ccccc3)CC2)c(C)c1 (stereo not drawn)	2	99	-1&-13	-30	99	94	100	97
COc1ccccc1CN1C[C@@H]2C[C@@H](c3ccc(C)cc3)N3CCC[C@@]23C1=O	0	106	-10	2	102	110	99	101
Oc1ccc(/C=N/N2CCCCC2)cc1O	0	101	6	5	105	102	106	93
COc1ccc(CNC(=O)CCn2c(C)csc2=O)cc1	2	99	15	-7	96	98	98	94
COc1ccc(-c2cn(-c3ccc(C)cc3)c(=O)n2CC(=O)Nc2ccc(OC)cc2OC)cc1	3	97	0	-2	96	96	105	98
CCOC(=O)CSc1nnc(CNC(=O)c2cc(OC)c(OC)c(OC)c2)n1C	0	106	-5	3	96	98	104	112
O=C(CN1C(=O)C(=O)N(Cc2ccco2)C1=O)Nc1ccccc1	3	103	·	10	99	105	103	95

# Profiles, looked up by structure. Order of values: GRK2 inh, AGP1 TOR yeast, GASC-1 inh, VLA-4 inh, RPL19A-GFP yeast, CIT2 TOR yeast, MEP2-GFP yeast, LAP4 TOR yeast
# Shown for `O=C(NN1C(=O)C2C3C=CC([C@H]4CC34)[C@@H]2C1=O)c1ccc(Br)cc1` (stereo partly drawn) : ·, 103, 8, -7, 95, 103, 99, 105
# Shown for `COc1ccc(-c2cn(-c3ccc(C)cc3)c(=O)n2CC(=O)Nc2ccc(OC)cc2OC)cc1` : 3, 97, 0, -2, 96, 96, 105, 98
# Shown for `CCOC(=O)CSc1nnc(CNC(=O)c2cc(OC)c(OC)c(OC)c2)n1C` : 0, 106, -5, 3, 96, 98, 104, 112

# (further entries)
GRK2 inh,AGP1 TOR yeast,GASC-1 inh,VLA-4 inh,RPL19A-GFP yeast,CIT2 TOR yeast,MEP2-GFP yeast,LAP4 TOR yeast,Compound
0,103,0,16,103,114,102,79,COc1ccc(N(C)S(=O)(=O)c2cccc(C(=O)N3CCN(S(=O)(=O)c4ccc(C)cc4)CC3)c2)cc1
1,103,-8,7,101,98,101,106,COc1cccc(-n2nc(C(=O)N3CC(C)CC(C)C3)c3ccccc3c2=O)c1 (stereo not drawn)
5,99,-10,-3,95,95,96,88,Cc1cc(=O)n2nc(N3CCC(C(=O)NCc4ccccc4)CC3)sc2n1
0,98,-11,-2,98,97,94,94,COc1ccc(-n2c(SC3CCOC3=O)nc3ccccc32)cc1 (stereo not drawn)
10,97,25,0,101,93,100,100,CCOC(=O)N1CCN(S(=O)(=O)c2ccc(C(=O)Nc3nnc(CC)o3)cc2)CC1
2,82,-4,-10,85,89,92,87,O=[N+]([O-])c1ccc(O)c(/C=N/Nc2nn[nH]n2)c1
2,99,-33,-2,99,89,98,88,O=C(/C=C1\NC2(CCCC2)Cc2ccccc21)C(=O)N/N=C/c1ccc(O)c(O)c1
0,101,2,5,98,104,94,92,N#Cc1ccc(CSc2nnc(-c3cccc(S(=O)(=O)N4CCCCC4)c3)o2)cc1

# Sorted by value in AGP1 TOR yeast (rising): 3 of the compounds above.
smiles	AGP1 TOR yeast
CCOC(=O)N1CCN(S(=O)(=O)c2ccc(C(=O)Nc3nnc(CC)o3)cc2)CC1	97
COc1ccc(-n2c(SC3CCOC3=O)nc3ccccc32)cc1 (stereo not drawn)	98
N#Cc1ccc(CSc2nnc(-c3cccc(S(=O)(=O)N4CCCCC4)c3)o2)cc1	101

# Remaining list, next part.
GRK2 inh,AGP1 TOR yeast,GASC-1 inh,VLA-4 inh,RPL19A-GFP yeast,CIT2 TOR yeast,MEP2-GFP yeast,LAP4 TOR yeast,Compound
2,97,11,6,101,117,98,106,COc1ccc(C2=Nc3ccccc3OC2)cc1
·,96,0,26,97,95,97,90,CCN(CC)S(=O)(=O)c1ccc(N2CCOCC2)c(NC(=O)C2CCCC2)c1
2,109,-2,12,109,110,123,104,Cc1ccccc1NS(=O)(=O)c1ccc2c(c1)NC(=O)CCS2
1,104,7,17,96,94,97,102,CCn1c(=O)c(C(=O)Nc2ccccc2S(N)(=O)=O)c(O)c2ccccc21
1,96,5,16,93,95,97,99,O=C(Cc1ccc(F)cc1)N1CCC2(CC1)NCCc1[nH]cnc12
2,102,5,-4,95,124,92,91,CCCCN(CCCC)CCn1cnc2c([nH]c3ccc(OC)cc32)c1=O
2,99,·,6,102,91,106,100,CN(C(=O)COC(=O)c1ccccc1SCC(=O)N1CCCC1)C1(C#N)CCCCC1
0,73,-21,-5,92,82,92,147,O=C(Nc1cccc(Cl)c1)Nc1sccc1-c1nc2ccccc2s1

# More entries
GRK2 inh,AGP1 TOR yeast,GASC-1 inh,VLA-4 inh,RPL19A-GFP yeast,CIT2 TOR yeast,MEP2-GFP yeast,LAP4 TOR yeast,Compound
0,94,-10,9,97,91,104,90,CCn1nc(C)c(NC(=O)Nc2cccc(Cl)c2Cl)c1C
1,110,8,-15,107,122,112,93,O=C(Cn1cnc(S(=O)(=O)N2CCCCC2)c1)NCc1ccco1
1,91,-9,9,96,84,94,120,O=C(Nc1nccs1)c1ccc(COc2ccccc2Br)o1
1,101,-2,5,104,·,108,100,COC(=O)c1cn(-c2ccccc2)nc1C(=O)OC
1,102,22,0,99,106,95,96,Cn1c(SCC(=O)NCc2ccccc2)nnc1-c1ccc(NC(=O)CCc2ccccc2)cc1
